Compound activity deposited in PubChem by several laboratories.
HSP90 inh: inhibitors of HSP90 luciferase refolding in rabbit reticulocyte lysate | luciferase refolding luminescence, 3 h | 290,000 tested, 0.91% active | inhibition, % at 5.6 µM;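 active = inhibition above the screen-wide mean plus 3 SD, computed separately per campaign, cut at about 16% in these data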;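 also: 0% = DMSO wells and 100% = 60 µM geldanamycin wells; inhibitors lower the luminescence because luciferase stays unfolded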
HSF-1 act: increases HSF-1 driven luciferase reporter signal. 300,000 tested, 1.7% active. activation, % at 9 µM. AID 504408. NIH3T3-HGL HSF-1 luciferase reporter, MG132, 8 h; 100% = twice DMSO control signal;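 active = mean replicate activation of at least 50% with a set share of replicates each reaching 50%; inconclusive = only one of those two conditions met; inactive = mean below 50% and too few replicates reaching it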;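 also: 0% = median of the neutral control wells and 100% = twice that signal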
AI-2 QS mod: modulates the Vibrio harveyi AI-2 quorum sensing system. Vibrio harveyi JMH597 AI-2 luminescence/OD600 ratio, 9 h; stronger effect = lower value; strain lacks LuxN and CqsS sensors; 0 = neutral-control median. 300,000 tested, 0.4% active. activity change, % at 7.5 µM; in the data active = activity change below about -75%, passing the limit was not always enough; inconclusive = no clear call, values can overlap the other calls;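 also: luminescence divided by OD600 gain over 9 h not by final OD600 alone; inactives centre near 13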
HIF act: HIF pathway transcriptional activation; U2OS HRE-luciferase reporter, luminescence; normalized: DMSO 0%, desferrioxamine 100%; activation, % at 7.5 µM (by protocol); 300,000 tested, 0.32% active; AID 1910;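 active = mean activation of at least 10% of the iron chelator positive control signal, with at least half of replicates also reaching 10%; inconclusive = mean and replicate majority disagree about reaching 10%; inactive = mean and most replicates under 10%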
aSyn UTR inh: 5' untranslated region of α-synuclein, MLPCN primary screen; alpha-synuclein 5'UTR reporter, inhibitor activity; inhibition, % (tested at 7.5 µM); 300,000 tested, 0.82% active; AID 1813; in the data active = inhibition above about 60%; inconclusive = no clear call, values can overlap the other calls;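 also: H4 neuroglioblastoma cells stably carrying SNCA 5'UTR luciferase fusion; 0% = DMSO wells and 100% = positive control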
IEC-6 tox: counter-screen for KLF5 inhibitors: cytotoxicity in IEC-6 cells | inhibition, % at 5 µM | IEC-6 cytotoxicity, luminescence viability | 290,000 tested, 0.78% active; in the data active = inhibition above about 22%;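 also: 0% = plate median of test compound wells and 100% = cytotoxic reference compound wells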
KLF5 inh: kruppel-like factor 5 inhibition | inhibition, % at 5 µM | DLD-1 KLF5 promoter-luciferase reporter, luminescence | 290,000 tested, 0.23% active;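 active = inhibition above a per-plate limit of that plate's mean compound inhibition plus 3 SD, cut at about 60% in these data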;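 also: 0% = DMSO wells and 100% = LY294002 at 200 µM; higher means less KLF5 promoter-driven luciferase light; inactives centre near -14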
SKKanGAS inh: SKKanGAS growth inhibition; S. pyogenes SKKanGAS, kanamycin growth, BacTiter-Glo, 6 h; inhibition, % at 7.5 µM; 300,000 tested, 1.3% active; AID 1662;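 active = mean replicate score, as percent of positive control median, at least 50; inconclusive = mean below 50 but one replicate at or above 50; inactive = mean and every replicate below 50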;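 also: strain carries kanamycin resistance gene driven by streptokinase promoter and grows in 40 µg/ml kanamycin; loss of luminescence reflects streptokinase promoter inhibition or plain growth inhibition; 0% = median of DMSO wells and 100% = positive control at its reference dose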
Platelet DG rel: platelet dense granule release activity; human platelet-rich plasma, SFLLRN dense granule ATP release, luminescence; inhibition, %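 (compounds screened at 7.5 µM in platelet-rich plasma)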; 300,000 tested, 0.22% active; AID 1663;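 active = mean replicate score, as percent of positive control, at or above 50; inconclusive = mean below 50 but at least one replicate at or above 50; inactive = mean and every replicate below 50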
HSF1 inh: HSF1 inhibition; 300,000 tested, 0.77% active; activity change, negative = inhibition, % at 7.5 µM (by protocol); NIH3T3-HGL HSE-luciferase, MG132-induced, luminescence 8 h; stronger effect = lower value; AID 2098;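 active = more than half of replicate wells show activity change below -50%, luminescence cut by over half; inconclusive = some wells, but at most half, below -50%; inactive = no replicate well below -50%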;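 also: luciferase reports HSF-1 transcriptional activity via heat shock element; 0% = median of DMSO wells and -100% = zero luminescence signal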
Numbers without * were called inactive; u = inconclusive; x = not tested or not shown.

SMILES | HSP90 inh | HSF-1 act | AI-2 QS mod | HIF act | aSyn UTR inh | IEC-6 tox | KLF5 inh | SKKanGAS inh | Platelet DG rel | HSF1 inh
CCSc1nnc(NC(=O)C2CCCCC2)s1 | 0 | 8 | 1 | 3.4 | -98 | -4 | -37 | 5 | -1 | 10
COc1ccc(C2CC(c3ccc(Cl)cc3)Nc3nc(NC(=O)c4ccco4)nn32)cc1 (configuration not stated) | 2 | 31 | 16 | -0.3 | 11 | 0 | 5 | 20 | 8 | 4
COc1ccc(C(=O)c2ccsc2N)cc1 | -3 | 10 | -3 | 0.2 | -97 | -7 | -28 | 0 | 1 | -1
CCCCOC(=O)c1ccc(N=Nc2c(C)c(C#N)c(O)[nH]c2=O)cc1 | 7 | 11 | 10 | -0.2 | -8 | -2 | -17 | 10 | u | 4
COc1ccccc1C(NC(=O)C1CCCCC1)c1c(O)ccc2ccccc12 (configuration not stated) | -1 | 34 | 38 | -0.6 | -2 | 2 | -12 | 9 | 0 | 15
O=C(Cn1cc2c(n1)CCCCC2)NCCN1CCOCC1 | 1 | -5 | -1 | 0.0 | 20 | -3 | -18 | -1 | 9 | 1
COc1ccc(C(=O)N2CCC(C(=O)Nc3ccc(C)cc3)CC2)cc1 | 0 | 32 | 58 | 0.2 | 2 | 2 | -10 | -18 | 0 | 18
Cc1ccc(NC(=O)CCC(=O)N2CCC(C)CC2)c([N+](=O)[O-])c1 | -1 | 8 | 29 | 0.2 | -2 | 3 | -30 | -1 | 0 | 5
O=C1OCC2=C1C(c1ccc(F)cc1)CC(=O)N2c1ccc(F)cc1 (configuration not stated) | -5 | 21 | 22 | -0.3 | -19 | -8 | -15 | 2 | 4 | 2
O=C(Oc1ccc(Br)cc1C(=S)N1CCCC1)c1ccccc1Cl | 0 | 5 | -5 | 0.6 | 11 | 3 | -11 | 9 | -4 | 2
CCCOc1ccccc1C(=O)NCCCC(=O)O | 1 | -17 | 19 | 0.1 | -4 | 1 | -1 | 0 | 4 | -4
O=C(NC1CCCC1)C(c1cccnc1)N(C(=O)c1csnn1)c1ccccc1 (configuration not stated) | 0 | 1 | 0 | -0.1 | -1 | 6 | -8 | 16 | 0 | -7
Cc1ccc(N(C(=O)Cn2nnc3ccccc32)C(C(=O)NCc2ccco2)c2ccc(C)o2)cc1 (configuration not stated) | 4 | -1 | 12 | 1.1 | 22 | -10 | -18 | 4 | 5 | 20
CCC(C(=O)NC1CCCCC1)N(Cc1cccs1)C(=O)CCC(=O)Nc1cc(C)on1 (configuration not stated) | -1 | 28 | x | -4.0 | -8 | 11 | 6 | 1 | 14 | -6
COc1ccc(CCNC(=O)C2CC3Cn4c(nc5cc(C)c(C)cc54)C3N2C)cc1 (configuration not stated) | x | -8 | 3 | -0.3 | 12 | x | x | 0 | 14 | -7
CCOC(=O)c1cc2c(=O)n3ccccc3nc2n(C(C)C)c1=NC(=O)c1ccco1 | -2 | -3 | 42 | 0.3 | 7 | -1 | -30 | -3 | 8 | -3
COCCSc1ccccc1C(=O)Nc1nnc(COC)s1 | 0 | 5 | 26 | 0.1 | -6 | 3 | 14 | 0 | 10 | -11
CCCCOc1ccc(S(=O)(=O)n2c(C)nc3ccccc32)cc1 | 4 | -9 | 10 | -0.3 | 3 | 4 | 1 | 19 | 1 | -12
CC(=O)Nc1ccc(S(=O)(=O)Nc2nc(C)nc3sc4c(c23)CCC4)cc1 | -1 | 11 | -20 | -0.1 | -3 | -9 | 13 | -4 | -10 | -5
CC(CN1CCCC1)C(=O)NN (configuration not stated) | 2 | -10 | 5 | -0.2 | -16 | 0 | 5 | 5 | -11 | -8
Cc1ccc(NC(=O)CN2C(=O)C3C4C=CC(C4)C3C2=O)cc1 (configuration not stated) | 2 | 14 | -3 | 0.3 | -2 | 0 | -13 | -3 | -32 | 3
COc1ccc(OC)c(C2C(C(=O)N(C)C)=C(C)Nc3nc4ccccc4n32)c1 (configuration not stated) | 3 | 7 | 1 | -0.1 | 2 | 1 | -7 | -3 | -2 | 3
CCc1c(C(C)S(=O)(=O)c2ccccc2)[nH]c(=O)n1CC (configuration not stated) | 1 | -8 | 27 | 0.1 | 1 | -6 | -10 | 19 | 0 | 2
CN(C)CCN(Cc1cc2cc3c(cc2[nH]c1=O)OCO3)C(=S)NCc1ccco1 | 3 | 9 | -14 | -0.3 | -10 | 0 | -19 | 0 | 5 | 2
CCNCc1ccc(OCc2ccccc2F)c(OC)c1 | 0 | 17 | 6 | 0.6 | -44 | 6 | -11 | 2 | -6 | 10

Taken from above.
Platelet DG rel, `COc1ccccc1C(NC(=O)C1CCCCC1)c1c(O)ccc2ccccc12` (configuration not stated) = 0
KLF5 inh, `Cc1ccc(NC(=O)CCC(=O)N2CCC(C)CC2)c([N+](=O)[O-])c1` = -30

Remaining list, next part:
SMILES | HSP90 inh | HSF-1 act | AI-2 QS mod | HIF act | aSyn UTR inh | IEC-6 tox | KLF5 inh | SKKanGAS inh | Platelet DG rel | HSF1 inh
CN(C)c1ccc(C(=S)N2CCN(C(=S)Nc3ccc(Cl)cc3)CC2)cc1 | 0 | 2 | 7 | -0.2 | 15 | 0 | -19 | 17 | 2 | -10
CCCC/C(C)=N/NC(=O)Nc1ccccc1 | -1 | 9 | 6 | 0.0 | -48 | 2 | -131 | 2 | 7 | 9
COc1ccc(-c2nn(C)c3sc(C(=O)N4CCOCC4)cc23)cc1OC | 1 | -14 | 11 | 1.2 | 8 | 1 | -11 | 7 | -2 | -7
COc1cccc(N2CCN(C(=O)CCNS(=O)(=O)c3ccc4c(c3)c(=O)n(C)c(=O)n4C)CC2)c1 | -1 | -8 | 14 | 2.1 | 3 | -2 | 6 | -4 | 13 | -1
CCOC(=O)C(C(C)=O)C(c1ccc(OCCC(C)C)cc1)C(C(C)=O)C(=O)OCC (configuration not stated) | 1 | 7 | 7 | x | 4 | 4 | -29 | 0 | -6 | 2
C#CCN(CC=C)C(=O)c1ccc(OC2CCN(S(=O)(=O)N(C)C)CC2)cc1 | -2 | 35 | 7 | 3.4 | -40 | 3 | -51 | -2 | 17 | 17
COCC(C)NC(=O)c1oc2c(c1C)C1(CCC2)SCCS1 (configuration not stated) | -2 | 2 | 4 | -0.2 | -3 | 6 | -30 | -3 | -7 | 1
Cc1ccc(S(=O)(=O)CCCS(=O)(=O)c2ccc(C)cc2)cc1 | 0 | -10 | 6 | 0.1 | -11 | 10 | 7 | -2 | -3 | -2
CCN(CC)Cc1c(C(=O)N/N=C/c2ccco2)nnn1-c1nonc1N | -1 | x | -8 | x | x | -2 | -38 | x | x | x
Cc1ccc2c(c1)N(C(=O)NC1CCCCC1)C(C)(C)CC2C (configuration not stated) | -3 | -2 | 22 | 0.3 | 3 | -8 | -5 | 7 | 6 | -1
CC(C(=O)Nc1cccc(Br)c1)c1ccc([N+](=O)[O-])cc1 (configuration not stated) | 1 | 12 | 11 | -0.3 | 22 | -1 | 22 | 6 | -4 | 7
O=C(COc1ccc(F)cc1)c1ccc2c(c1)CCCC2 | -1 | 78* | -17 | 2.1 | -133 | -1 | -59 | 15 | 6 | 47
CC(=O)Nc1ccc(Cc2ccncc2)cc1 | 1 | -76 | 10 | 0.5 | 5 | 7 | 3 | -1 | 3 | -69*
O=C(O)c1cccc(NC(=O)C2CC(=O)N(Cc3ccccc3)C2)c1 (configuration not stated) | 4 | 2 | 21 | -0.5 | -14 | 0 | -11 | 16 | 4 | 0
CCN(CC)c1ccc(NC(=O)CCS(=O)(=O)c2cccc3nsnc23)c(C)c1 | 1 | -9 | -4 | -0.8 | 15 | -2 | -8 | 3 | 8 | -4
CSc1nccc(NC(=O)c2cccc(Br)c2)n1 | 0 | 18 | 3 | -11 | -30 | 0 | -71 | -4 | -3 | -4
CCn1cc(CNCc2c(C(=O)N3CCCCC3)nc3c(C)cccn23)cn1 | 2 | 3 | 13 | -0.1 | -12 | -2 | -52 | 4 | 4 | 3
C/C(=N\NC(=O)C1COc2ccccc2O1)c1cc2ccccc2o1 (configuration not stated) | 5 | -2 | 7 | 0.4 | -8 | 6 | -14 | -5 | -2 | -8
O=C(Cc1ccc(Cl)cc1)NCCc1ccc(F)cc1 | x | 34 | 33 | -0.6 | -16 | x | x | 1 | -4 | 4
COCCn1nnnc1SCC(=O)c1ccccc1 | -3 | 14 | 16 | -25 | -10 | 2 | -14 | -3 | -11 | 7
CN1CCN(c2ccc(CNC(=O)c3cc4ccccc4o3)cc2)CC1 | -1 | 1 | 17 | 0.7 | -18 | -2 | -27 | 8 | 5 | -2
CCOC(=O)C1=C(C)N=c2s/c(=C/c3ccco3)c(=O)n2C1c1cccc(OC)c1 (configuration not stated) | 4 | -12 | 5 | -0.2 | -4 | -16 | -17 | 13 | 11 | 0
NC(=O)COC(=O)c1cccc(NS(=O)(=O)/C=C/c2ccccc2)c1 | 3 | 26 | 14 | -1.1 | -7 | 4 | -19 | -16 | -24 | -4
O=C(c1cnn2c(C(F)(F)F)cc(-c3ccccc3)nc12)N1CCCc2ccccc21 | 1 | 6 | 12 | -0.6 | 26 | -2 | -19 | 8 | 2 | -6
Cc1cc(N2C(=O)CCC2=O)ccc1NC(=O)c1cccs1 | -2 | 8 | x | 1.0 | -13 | 4 | -36 | 3 | 0 | 2

Part of the list above, set out differently.
Results follow in this order: HSP90 inh, HSF-1 act, AI-2 QS mod, HIF act, aSyn UTR inh, IEC-6 tox, KLF5 inh, SKKanGAS inh, Platelet DG rel, HSF1 inh
- COCC(C)NC(=O)c1oc2c(c1C)C1(CCC2)SCCS1 (configuration not stated)
 : -2, 2, 4, -0.2, -3, 6, -30, -3, -7, 1
- Cc1ccc(S(=O)(=O)CCCS(=O)(=O)c2ccc(C)cc2)cc1
 : 0, -10, 6, 0.1, -11, 10, 7, -2, -3, -2
- CCN(CC)Cc1c(C(=O)N/N=C/c2ccco2)nnn1-c1nonc1N
 : -1, x, -8, x, x, -2, -38, x, x, x
- Cc1ccc2c(c1)N(C(=O)NC1CCCCC1)C(C)(C)CC2C (configuration not stated)
 : -3, -2, 22, 0.3, 3, -8, -5, 7, 6, -1
- CC(C(=O)Nc1cccc(Br)c1)c1ccc([N+](=O)[O-])cc1 (configuration not stated)
 : 1, 12, 11, -0.3, 22, -1, 22, 6, -4, 7
- O=C(COc1ccc(F)cc1)c1ccc2c(c1)CCCC2
 : -1, 78*, -17, 2.1, -133, -1, -59, 15, 6, 47
- CC(=O)Nc1ccc(Cc2ccncc2)cc1
 : 1, -76, 10, 0.5, 5, 7, 3, -1, 3, -69*
- O=C(O)c1cccc(NC(=O)C2CC(=O)N(Cc3ccccc3)C2)c1 (configuration not stated)
 : 4, 2, 21, -0.5, -14, 0, -11, 16, 4, 0
- CCN(CC)c1ccc(NC(=O)CCS(=O)(=O)c2cccc3nsnc23)c(C)c1
 : 1, -9, -4, -0.8, 15, -2, -8, 3, 8, -4
